# Source: PubChem
# GSK3A inh: human GSK-3 alpha kinase inhibition; P49840; ADP-Glo luminescence, 60 min; inhibition, % at 10 µM; 320,000 tested, 0.1% active; AID 2650;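 in the data active means inhibition above about 50%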;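 further: GST-tagged GSK-3 alpha with peptide substrate and 25 µM ATP; 0% = DMSO neutral wells and 100% = GW8510 positive control wells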
# Target sequence (P49840 whole entry, looked up): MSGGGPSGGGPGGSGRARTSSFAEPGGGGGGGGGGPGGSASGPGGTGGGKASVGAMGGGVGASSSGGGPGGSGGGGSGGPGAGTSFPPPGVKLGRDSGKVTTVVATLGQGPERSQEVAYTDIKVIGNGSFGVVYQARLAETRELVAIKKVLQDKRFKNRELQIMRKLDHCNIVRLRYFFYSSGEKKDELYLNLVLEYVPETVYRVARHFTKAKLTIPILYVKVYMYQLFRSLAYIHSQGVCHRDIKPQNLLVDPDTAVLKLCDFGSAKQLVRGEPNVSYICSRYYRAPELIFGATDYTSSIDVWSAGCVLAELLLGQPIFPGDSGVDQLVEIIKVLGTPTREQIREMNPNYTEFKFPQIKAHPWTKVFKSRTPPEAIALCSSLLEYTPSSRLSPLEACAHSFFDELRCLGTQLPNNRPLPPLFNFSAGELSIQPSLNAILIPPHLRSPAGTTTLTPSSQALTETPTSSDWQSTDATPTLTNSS
# DYRK1A inh: blocks rat Dyrk1A kinase activity. AID 504441. ADP-Glo luminescence, NFATc1 peptide. Q63470. 310,000 tested, 0.43% active. inhibition, % at 12.5 µM; in the data active means inhibition above about 50%;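 further: plate controls were vehicle with enzyme for no effect and no enzyme for full effect; many of its hits are not listed in these tables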
# HDAC3 inh: human HDAC3 inhibition; O15379; recombinant HDAC3, fluorogenic peptide/trypsin coupled, fluorescence; inhibition, % at 8.3 µM; 320,000 tested, 0.15% active; in the data active means inhibition above about 26%, passing the limit was not always enough; inconclusive means no clear call, values can overlap the other calls
# Target sequence (O15379 whole entry, looked up): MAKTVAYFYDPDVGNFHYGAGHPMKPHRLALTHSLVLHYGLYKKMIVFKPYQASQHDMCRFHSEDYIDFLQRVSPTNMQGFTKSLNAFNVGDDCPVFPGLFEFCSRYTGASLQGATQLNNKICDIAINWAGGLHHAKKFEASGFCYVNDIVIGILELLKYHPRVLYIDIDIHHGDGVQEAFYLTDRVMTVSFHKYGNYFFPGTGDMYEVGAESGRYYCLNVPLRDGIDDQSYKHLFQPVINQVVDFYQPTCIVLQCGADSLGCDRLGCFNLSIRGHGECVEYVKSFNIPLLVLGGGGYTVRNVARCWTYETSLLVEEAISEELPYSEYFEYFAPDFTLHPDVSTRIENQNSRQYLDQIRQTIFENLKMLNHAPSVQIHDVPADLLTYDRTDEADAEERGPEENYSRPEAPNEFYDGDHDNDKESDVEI
# The depositor's hits bear a star; ? = inconclusive. Some of the compounds tested; the hit share may differ from the screen's.
SMILES,GSK3A inh,DYRK1A inh,HDAC3 inh
COc1ccccc1-n1nnnc1SCC(=O)NCC1(N2CCOCC2)CCCCC1,12.8,-2.4,-4.4
C#CCOCCOCCOCCNc1nc(N2CCN(C(=O)C([C@@H](C)O)n3cc([C@@H](N)CCCCN)nn3)CC2)nc(N2CCN(C(=O)[C@H](CCCCN)n3cc(CN)nn3)CC2)n1 (stereo partly specified),7.1,-1.4,-1.8
O=C(CN1C(=O)C2CCCCC2C1=O)Nc1ccc(OC(F)F)c(Cl)c1 (stereo unspecified),0.9,-3.9,10.9
COc1ccc(S(=O)(=O)N2CCOCC2)cc1NC(=O)CCCOc1ccccc1,-0.3,2.5,-7.3
CC1(C)OC(=O)C=C[C@]2(C)[C@H]3CC[C@@]4(C)[C@H](C(=O)O)OC(=O)[C@H]5O[C@]54[C@]3(C)C(=O)C[C@@H]12,-0.2,0.1,-1.7
O=C(CCc1ccc(S(=O)(=O)N2CCOCC2)cc1)OCC(=O)c1ccccc1,-3.1,-2.5,-6.4
CCC(C)CCN1C(N(C)C)=NC[C@@H]1Cc1ccccc1 (stereo partly specified),1.4,12.8,-8.8
O=C(CN1C(=O)c2ccccc2C1=O)OCC(=O)N1CCCCC1,-2.0,1.8,1.5
CCn1cnc2c(Nc3cccc(Cl)c3)nc(C#N)nc21,1.2,16.9,-7.3
C#CCOCCOCCOCCNc1nc(N2CCN(C(=O)C([C@@H](C)O)n3cc([C@@H](N)CCCCN)nn3)CC2)nc(N2CCN(C(=O)[C@H](CCCN=C(N)N)n3cc(C(N)[C@@H](C)CC)nn3)CC2)n1 (stereo partly specified),5.3,5.7,-12.3

# Quoted at random: 3 records from the list.
SMILES,GSK3A inh,DYRK1A inh,HDAC3 inh
CCn1cnc2c(Nc3cccc(Cl)c3)nc(C#N)nc21,1.2,16.9,-7.3
CC1(C)OC(=O)C=C[C@]2(C)[C@H]3CC[C@@]4(C)[C@H](C(=O)O)OC(=O)[C@H]5O[C@]54[C@]3(C)C(=O)C[C@@H]12,-0.2,0.1,-1.7
CCC(C)CCN1C(N(C)C)=NC[C@@H]1Cc1ccccc1 (stereo partly specified),1.4,12.8,-8.8

# (next part)
SMILES,GSK3A inh,DYRK1A inh,HDAC3 inh
COc1cc2ccccc2cc1C(=O)OCc1nc2ccsc2c(=O)[nH]1,0.6,1.9,-26.8
Cc1onc(-c2ccccc2)c1C(=O)OCC(=O)Nc1ccc(Cl)cc1,17.0,3.6,0.2
Cc1ccc(S(=O)(=O)N2CCCCC2)cc1NC(=O)c1cc(=O)[nH]c2ccccc12,-2.6,-5.1,4.5
C=CCn1c(SCC(=O)c2ccc(O)c(O)c2)nnc1-c1ccc(C)cc1,-1.6,-7.2,-1.7
O=C(CSc1ccc([N+](=O)[O-])cc1)Nc1ccccc1N1CCOCC1,-2.0,-2.1,3.3
O=C1NC[C@H](c2ccccc2)OC(=O)[C@H](Cc2ccc(F)cc2)CC/C=C/C[C@@H]1CC(=O)N(CCO)Cc1ccccc1,1.2,0.4,10.6
Cc1ccccc1NC(=O)Cc1nc(COC(=O)c2cccc(O)c2)cs1,0.5,-4.6,4.5
C[C@H](CO)N1C[C@H](C)[C@@H](CN(C)C(=O)Nc2ccc(C(F)(F)F)cc2)Oc2ccc(NS(=O)(=O)c3ccccc3)cc2C1=O,-3.2,-8.0,12.9
Nc1cc(=O)[nH]c(SCC(=O)Nc2cc(S(=O)(=O)N3CCCCCC3)ccc2Cl)n1,0.0,-0.6,3.4
CC(=O)c1cccc(NC(=O)CN2C(=O)NC(C)(C)C2=O)c1,-1.4,-1.4,4.8
N#Cc1cccc(NC(=O)COC(=O)CCc2ccc(S(=O)(=O)N3CCOCC3)cc2)c1,3.0,4.9,4.2
O=C(NCCc1ccccc1)c1ccc(S(=O)(=O)N2CCCC2)cc1,-0.6,-4.4,2.7
CN(CC(=O)Nc1ccccc1Br)C(=O)CN1CCN(c2ccccc2Cl)CC1,1.0,1.0,3.4
CC(C)(C)OC(=O)NC1CNNC1=O (stereo unspecified),-2.9,6.7,1.3
Cc1ccccc1CSc1ccc(S(=O)(=O)N2CCCC2)cn1,1.1,-4.1,1.6
COc1ccc(C)cc1-n1nnnc1SCC(=O)NC1CC1,0.9,-0.1,5.9
CCn1cnnc1SCC(=O)NCC1COc2ccccc2O1 (stereo unspecified),1.7,-6.9,-5.7
COc1ccc(Cl)cc1N1C(=O)CC(N2CCN(S(=O)(=O)c3ccccc3F)CC2)C1=O (stereo unspecified),5.6,-4.8,4.2
O=C(CCCN1C(=O)/C(=C\c2ccccc2)SC1=S)N1CCOCC1,-0.1,0.4,-0.1
CC(C)(C)OC(=O)N1CCCC(C(=O)Nc2ccc(C(=O)N3CCCCC3)cc2)C1 (stereo unspecified),0.6,-9.7,-2.6
O=C(COC(=O)/C=C/c1cccs1)Nc1ccc(Cl)cc1F,-4.4,2.7,7.7
CCNC(=O)N1CCN(S(=O)(=O)c2ccc3c(c2)OCCCO3)CC1,-4.4,-3.2,-13.3
CCCN(Cc1nnc(-c2cccs2)o1)C(=O)CN1C(=O)NC2(CCCCC2C)C1=O (stereo unspecified),3.0,8.1,-2.9
COc1ccc(NC(=O)CSc2nnc(N)s2)cc1S(=O)(=O)N1CCCCC1,1.1,5.3,3.2
COc1ccc(NC(=O)c2cc(C)nc3ccccc23)cc1S(=O)(=O)N1CCOCC1,0.8,2.2,-0.5
CCNC(=O)N1CCN(CCCC(c2ccc(F)cc2)c2ccc(F)cc2)CC1,-2.1,4.0,5.9
COc1ccc(C)cc1NC(=O)CN1CCCC1c1ccc2c(c1)OCCCO2 (stereo unspecified),-1.4,1.0,5.2
COc1cc(/C=C/C(=O)OCC(=O)NC2CC2)cc(OC)c1OC,-10.1,8.9,-1.1
CC1(C)O[C@@H]2C[C@H]3[C@@H]4C[C@H](F)C5=CC(=O)C=C[C@]5(C)[C@H]4[C@@H](O)C[C@]3(C)[C@]2(C(=O)CO)O1,-2.2,5.7,11.7
Cc1cccnc1NC(=O)CNC(=O)c1sc2ccccc2c1Cl,-2.6,4.6,1.3
Cc1cccc(N2CC(C(=O)NCc3ccco3)CC2=O)c1C (stereo unspecified),0.5,7.2,5.2
COc1ccc([C@@H]2CC(=O)c3c(O)cc(O)cc3O2)cc1O,15.4,24.4,5.2
O=C(N[C@H]1C/C=C\C[C@H](CC(=O)N(CCO)Cc2ccccc2)C(=O)N[C@H](Cc2c[nH]c3ccccc23)COC1=O)OCC1c2ccccc2-c2ccccc21,0.3,7.3,5.6
COC(=O)C1=C(C)N(Cc2ccccc2)C(=NCc2ccccc2)N[C@H]1c1cccc(C(F)(F)F)c1,3.1,7.2,2.7
O=C1c2ccccc2C(=O)N1CCC#Cc1ccc2cc(CCCO)oc(=O)c2c1,-0.7,-0.2,1.7
O=C(O)c1cccc(-c2noc(-c3cccc(Cl)c3)n2)c1,11.3,-0.7,0.4
Cc1ccc(S(=O)(=O)N2[C@@H](c3ccc(Cl)cc3)C(C(=O)O)=CC[C@H]2c2cccc(Cl)c2)cc1,-0.8,-8.2,-2.0
O=C1C=C(c2cccc(CO)c2)C[C@@H](c2ccc3c(c2)OCO3)C1,-0.7,19.5,-4.4
CCCCOc1ccc(C(=O)NCC(=O)NCCCn2nc(C)cc2C)cc1,1.2,1.2,6.1
Cc1ccc(CNC(=O)c2ccc(N3CCC4(CC3)CC(c3cccc(Br)c3)=NO4)c(NC(=O)c3cccc(C)c3)c2)cc1,-1.5,5.9,9.5
CC(C)(C)[C@H]1COC(=O)[C@@H](NC(=O)OCC2c3ccccc3-c3ccccc32)C/C=C\C[C@@H](CC(=O)N[C@@H](CO)Cc2ccccc2)C(=O)N1,-1.7,4.0,0.2
Cc1ccc(CN(C)C(=O)COC(=O)CSc2cc(C)c3ccccc3n2)cc1,-1.9,-2.2,1.8
CN(C(=O)CSc1nnc(Nc2ccccc2F)s1)C1CCS(=O)(=O)C1 (stereo unspecified),-1.6,1.0,-5.9
CCCCn1c(N)c(N(C)C(=O)C2CC(=O)N(Cc3ccco3)C2)c(=O)[nH]c1=O (stereo unspecified),0.5,4.6,-2.6
Cc1sc2ccccc2c1CNC[C@H]1O[C@@H](n2cnc3c(N)ncnc32)[C@H](O)[C@@H]1O,1.7,-4.0,4.0
COc1ccccc1C(=O)COC(=O)C1(C)CC1(Cl)Cl (stereo unspecified),-3.2,6.6,3.9
CON(C)C(=O)CC(CN(Cc1ccccc1)C(=O)OC(C)(C)C)c1ccc(Cl)cc1 (stereo unspecified),-3.5,0.3,?
Cc1ccc(S(=O)(=O)NC(=O)Nc2cccc(S(=O)(=O)N(C)C)c2)cc1,-3.3,-0.1,2.2
COc1ccc(CC(=O)Nc2ccc(S(=O)(=O)N3CCN(C)CC3)cc2)cc1,-2.5,7.3,7.4
CN(Cc1cccc(F)c1)C(=O)c1cc(S(=O)(=O)N2CCOCC2)ccc1N1CCCC1,13.2,-0.6,-0.5
# Next part.
SMILES,GSK3A inh,DYRK1A inh,HDAC3 inh
COc1ccc(C(=O)NC(=O)COC(=O)C2CC2C)cc1 (stereo unspecified),-3.1,-6.3,-1.7
Cc1nn(-c2ccccc2)c(Cl)c1C(=O)NNC(=O)c1ccncc1,-2.6,10.7,0.6
Cc1ccc(NC(=O)c2nc[nH]c2C(=O)N(C)Cc2ccccc2)cc1,-0.2,3.0,13.0
CC1CCc2c(sc(NC(=O)c3ccc(N4C(=O)CCC4=O)cc3)c2C(N)=O)C1 (stereo unspecified),0.5,11.4,6.7
CC1CCN(C(=O)CN2C(=O)NC3(CCC(C)CC3)C2=O)CC1 (stereo unspecified),-7.3,-2.9,5.2
COC(=O)[C@@H](Cc1ccccc1)NC(=O)Cn1cnc2c(SC)nc(N)nc21,-1.4,-1.9,0.7
C=CCN1C(=O)C(=O)N(CC(=O)c2ccc3c(c2)CCCC3)C1=O,-3.4,-1.9,-5.4
COc1ccccc1OCC(=O)NNC(=O)C1CCN(c2ncnc3sc(C)c(C)c23)CC1,13.0,31.9,-4.2
Cc1cc(NC(=O)COc2ccccc2C(N)=O)no1,1.1,-7.3,2.3
COc1ccc(C(=O)NCCc2c[nH]c3ccccc23)cc1S(=O)(=O)N1CCCCC1C (stereo unspecified),-9.5,-0.8,2.0

# One compound at a time, from the list above.
# COC(=O)[C@@H](Cc1ccccc1)NC(=O)Cn1cnc2c(SC)nc(N)nc21 reads GSK3A inh: -1.4; DYRK1A inh: -1.9; HDAC3 inh: 0.7
# CC(C)(C)OC(=O)N1CCCC(C(=O)Nc2ccc(C(=O)N3CCCCC3)cc2)C1 (stereo unspecified) reads GSK3A inh: 0.6; DYRK1A inh: -9.7; HDAC3 inh: -2.6

# Going on with the list:
SMILES,GSK3A inh,DYRK1A inh,HDAC3 inh
COc1ccc2sc(-c3ccc(S(C)(=O)=O)cc3)c(C(=O)NCCc3c[nH]c4ccccc34)c2c1,0.0,-0.2,-7.0
CC(OC(=O)c1ccc(Br)o1)C(=O)NCC1CCCCC1 (stereo unspecified),0.4,-2.5,-1.7
CC(C)(C)OC(=O)C[C@H]1C/C=C\C[C@@H](CC(=O)N(CCO)Cc2ccccc2)C(=O)NC[C@@H](c2ccccc2)OC1=O,0.4,-6.5,3.2
CCN(C(=O)COC(=O)c1cc(OC)ccc1Br)C1CCS(=O)(=O)C1 (stereo unspecified),0.3,7.8,2.1
c1ccc(-c2ccncc2)nc1,0.6,-8.9,0.2
COc1ccc(CC(=O)OCC(=O)c2ccc(S(=O)(=O)N3CCCCC3)cc2)cc1,-3.3,-1.7,0.8
CC(OC(=O)c1nc(Cl)ccc1Cl)C(=O)NC1CCCCC1C (stereo unspecified),-0.4,7.2,-1.4
COC(=O)c1cccc(NC(=O)c2cccc(N3C(=O)CCC3=O)c2)c1,-0.9,7.6,2.1
CSCCC(NC(=O)c1ccccc1)C(=O)NCCCSc1ccccc1 (stereo unspecified),-0.4,-2.6,4.6
Fc1ccccc1-c1nnc2n1N=C(c1ccc(OC(F)F)c(OCC3CC3)c1)CS2,0.3,4.2,4.8
COc1ccc(NC(=O)CO/N=C/C(=O)Nc2ccccc2C)c([N+](=O)[O-])c1,-5.0,-2.2,12.0
Cc1ccccc1NC(=O)COC(=O)c1c(-c2ccccc2)noc1C,-4.0,-1.9,15.3
CCOC(=O)c1c(C)[nH]c(C)c1C(=O)COC(=O)c1cccs1,-1.9,-5.1,-4.3
O=c1c2ccccc2oc2cc(-c3ccc4cc[nH]c4c3)ccc12,2.6,11.4,-5.1
CN(Cc1ccccc1)C(=O)c1ccc(NC(=O)Cc2ccc([N+](=O)[O-])cc2)cc1,0.4,-4.2,6.2
CCN(C(=O)CSc1nnc(C)n1-c1cccc(C)c1)C1CCS(=O)(=O)C1 (stereo unspecified),-1.4,-3.5,1.4
O=C(CN1CCN(S(=O)(=O)c2ccccc2F)CC1)N1CCc2ccccc2C1,0.1,-0.4,3.8
Cc1ccc(NC(=O)COC(=O)c2ccco2)cc1C,0.6,4.7,-2.8
O=C(CN1CCN(S(=O)(=O)c2cccc(Br)c2)CC1)NCCc1cccs1,2.7,-1.1,3.6
COc1ccc(S(=O)(=O)N2CCOCC2)cc1NC(=O)CN1CCCc2ccccc21,2.5,-3.7,4.6
Cc1onc(-c2ccccc2)c1C(=O)Nc1cccc(S(=O)(=O)NC2=NCCC2)c1,0.3,-5.0,-10.7
O=C(c1cccc(S(=O)(=O)Nc2ccc(F)cc2)c1)N1CCC1,-3.9,0.1,3.1
CC[C@H](CO)Oc1cc(NCc2ccc(Cl)c(Cl)c2)c2ncn(C(C)C)c2c1,-0.4,-0.2,9.3
Nn1c(SCC(=O)NC2CCCCC2)nnc1-c1ccccc1F,-0.9,-1.9,-1.2
C[C@H](CO)N1C[C@H](C)[C@@H](CN(C)Cc2ccc3c(c2)OCO3)Oc2c(NC(=O)C3CCCCC3)cccc2C1=O,0.4,9.2,6.1
O=C(COC(=O)c1cccc(S(=O)(=O)N2CCOCC2)c1)NCc1ccccc1,-0.7,1.6,-3.8
CCCn1nc(C(=O)OCc2nc(N)nc(Nc3ccccc3C)n2)c2ccccc2c1=O,0.9,-3.4,2.6
